Cardio protect – cardioprotection against H2O2-induced cell death, primary screen, uHTS, H9c2 cells, ATPLite luminescence; H9c2 cardiomyocytes, H2O2 injury protection, 2 h; protection from H2O2 cell death, % at 20 µM; hit rate 0.63% among 360,000;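 active = compounds giving at least 50% protection of heart cells from peroxide-induced death in the single-dose screen, raw or plate-pattern-corrected value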;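 also: 0% = DMSO wells with peroxide and 100% = DMSO wells without peroxide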
MC4R ag barr – MC4R agonists recruiting beta-arrestin, primary screen, cell-based, luminescence, agonist arm of biased-ligand search | Melanocortin receptor 4 (Homo sapiens), P32245 | U2OS MC4R beta-arrestin complementation; percent of melanotan II response, DMSO zero | activation, % at 8.9 µM | hit rate 0.98% among 360,000 | AID 540308, 2011;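 active = activation above a per-plate cutoff, the mean activation of sample wells on that plate plus 3 SD, cut at about 8% in these data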
MC4R antagonist – MC4R antagonists of cAMP signaling, primary screen, cell-based, TR-FRET, antagonist arm of biased-ligand search; AID 540295, 2011; hit rate 0.48% among 360,000; Melanocortin receptor 4 (Homo sapiens), P32245; MC4R-expressing cells, MTII-stimulated cAMP, LANCE TR-FRET; inhibition, % at 6.5 µM;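 active = inhibition above its plate's cutoff, the mean of tested wells on that plate plus 3 SD, cut at about 29% in these data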;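 also: 0% = Melanotan II alone and 100% = Melanotan II plus saturating MCL0020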
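System: U2OS cells stably expressing human melanocortin 4 receptor (MC4R). Reagent: Melanotan II challenge after compound preincubation. Doses: 6.5 µM. Times: 30-min compound, 1-h challenge, 1-h detection, room temperature. Measured by: TR-FRET with Eu-cAMP and labeled anti-cAMP, 671 nm. Replicates: singlicate.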
Vif imaging – HIV Vif self-association inhibitors, primary screen, imaging, HEK293T, single point; HEK293T cells, Vif self-association by quenched fluorescence, 24 h; hit rate 0.35% among 340,000; inhibition, % at 7.49 µM; AID 602346, 2012; in the data active = inhibition above about 50%, passing the limit was not always enough; inconclusive = no clear call, values can overlap the other calls; inactive = below about 31%; also: some results filed as inactive read as strong as hits
PDI turbidity – inhibitors of human PDI, primary screen, biochemical, turbidity, single point, plate reader; PDI insulin aggregation turbidity, A650, 90 min; inhibition, % at 10 µM; hit rate 0.052% among 350,000;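 active = mean inhibition across replicates of 30% or more, whatever share of single replicates reach that level; inconclusive = mean inhibition below 30% while every single replicate reaches 30%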;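 also: absorbance from insulin aggregation driven by PDI reduction with DTT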
m5-HT2A agonist – mouse Htr2a agonists via beta-arrestin recruitment, primary screen, cell-based, luminescence; hit rate 0.66% among 360,000; CHO-K1 mHTR2A beta-arrestin complementation; percent of 30 µM serotonin response; activation, % at 7.6 µM; 5-hydroxytryptamine receptor 2A (Mus musculus), P35363;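 active = activation above a run cutoff, the mean activation of all tested compounds plus 3 SD, cut at about 14% in these data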;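 also: 0% = plate median of compound wells and 100% = 30 µM serotonin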
Glyco luc inh – increase of ERlucT glycosylation luciferase signal, primary screen, N-linked glycosylation inhibitor project, D54 ERlucT cells, luminescence, set 2 | D54 ERlucT glycosylation luciferase reporter, 24 h; percent of 100 nM tunicamycin response | reporter increase, % at 12.5 µM | hit rate 0.23% among 360,000;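 active = mean luciferase reporter signal, scaled so untreated is 0 and the glycosylation-blocking control 100, at or above a set limit in every replicate; inconclusive = mean reaches the limit but not every replicate does; inactive = mean below the limit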;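 also: luciferase carries N-glycosylation sites so blocking glycosylation raises the light; 0% = median of neutral control wells and 100% = median of 100 nM tunicamycin wells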
aDG glyco up – activators of alpha-DG glycosylation, primary screen, uHTS, Pro5-aDG cells, AlphaScreen; hit rate 0.22% among 360,000; activation, % at 10 µM; AID 624168, 2012; alpha-DG glycosylation AlphaScreen (IIH6); 0% Pro5, 100% B10-LARGE cell signal;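 active = activation of at least 8% versus controls, or a plate z-score of at least 8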;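 also: Pro5 are CHO cells carrying HIG-tagged alpha-DG that lacks glycosylation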
CaV13 ICDI inh – Disruptors of the CACNA1D IQ motif to Ca2+-dependent inactivation inhibitor domain association, primary screening, Förster resonance energy transfer in intact living …. HEK cells, CFP/YFP FRET ICDI-IQ, plate reader, 10 min; percent FRET-ratio fall versus neutral wells. inhibition, % at 12.3 µM. hit rate 0.098% among 340,000. AID 743397;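 active = mean replicate inhibition of at least 30% and at least 1% of replicates passing that level; inconclusive = only one of the two criteria is met; inactive = neither criterion is met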;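 also: 0% = median of the neutral control wells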
ABCB6 inh 2 – ABCB6 transporter inhibitors, primary screen, K562-ABCB6 cells, flow cytometry, MLPCN library. ATP-binding cassette sub-family B member 6 (Homo sapiens), Q9NP58. K562-ABCB6 porphyrin accumulation, 1 h; stronger effect = lower value. fluorescence ratio to DMSO, % at 10 µM. hit rate 0.19% among 360,000;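 active = fluorescence ratio to DMSO below 75%, the collection mean minus 3 SD; inconclusive = too few cells collected in the well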;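 also: signal is porphyrin accumulated inside mitochondria; 100% equals median channel fluorescence of DMSO control wells; lower ratio means ABCB6 inhibition with less porphyrin fluorescence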
Target sequence (Q9NP58 whole entry, looked up): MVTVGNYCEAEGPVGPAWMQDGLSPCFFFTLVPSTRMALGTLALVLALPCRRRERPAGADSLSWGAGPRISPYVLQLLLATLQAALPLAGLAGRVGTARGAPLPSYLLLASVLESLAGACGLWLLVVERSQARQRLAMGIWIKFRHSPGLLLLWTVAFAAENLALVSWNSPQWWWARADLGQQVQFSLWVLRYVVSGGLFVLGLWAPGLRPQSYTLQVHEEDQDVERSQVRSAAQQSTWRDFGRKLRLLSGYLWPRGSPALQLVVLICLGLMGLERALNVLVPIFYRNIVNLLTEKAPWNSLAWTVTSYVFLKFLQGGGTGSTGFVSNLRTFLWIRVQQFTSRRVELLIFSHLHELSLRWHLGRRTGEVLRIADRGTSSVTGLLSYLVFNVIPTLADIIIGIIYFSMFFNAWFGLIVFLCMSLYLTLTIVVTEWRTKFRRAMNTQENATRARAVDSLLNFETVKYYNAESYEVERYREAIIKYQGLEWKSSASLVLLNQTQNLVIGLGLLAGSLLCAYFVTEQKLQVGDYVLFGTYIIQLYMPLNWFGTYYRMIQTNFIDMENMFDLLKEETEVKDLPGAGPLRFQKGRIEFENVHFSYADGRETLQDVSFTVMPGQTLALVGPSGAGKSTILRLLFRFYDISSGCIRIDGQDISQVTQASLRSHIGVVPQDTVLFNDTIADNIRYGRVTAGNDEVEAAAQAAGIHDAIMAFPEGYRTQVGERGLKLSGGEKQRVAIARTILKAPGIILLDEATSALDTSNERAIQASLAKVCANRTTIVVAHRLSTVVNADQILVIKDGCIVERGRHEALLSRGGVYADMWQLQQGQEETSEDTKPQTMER
* hit, by the source's call; ? = inconclusive; nt = not tested or not shown.

SMILES | Cardio protect | MC4R ag barr | MC4R antagonist | Vif imaging | PDI turbidity | m5-HT2A agonist | Glyco luc inh | aDG glyco up | CaV13 ICDI inh | ABCB6 inh 2
C[C@@H]1CN([C@H](C)CO)C(=O)c2cc(NC(=O)C3CCCCC3)ccc2O[C@@H]1CN(C)Cc1ccncc1 | -9 | -0.6 | 8 | 6 | 1 | 4 | -1 | 0.0 | -5 | 97
CN(Cc1ccco1)S(=O)(=O)c1cc(F)ccc1CN1C(=O)c2cccnc2C1=O | 7 | -2.7 | 5 | -2 | -6 | -5 | 2 | 0.2 | -7 | 100
O=C(CCNC(=O)c1ccccc1)NCC1CCCCC1 | -4 | 5.3 | 5 | 0 | 4 | -3 | 1 | 0.9 | -3 | 97
CCc1ccccc1NC(=O)Nc1c(C)n(C)n(-c2ccccc2)c1=O | 4 | -2.2 | -3 | -2 | 2 | 0 | 1 | -0.3 | nt | 98
CC(=O)c1c(C)[nH]c(C(=O)Nc2cc(S(=O)(=O)N3CCCCC3)ccc2C)c1C | 6 | 0.9 | 6 | -6 | -4 | 6 | 9 | -0.1 | -5 | 105
CC(C)N1CCC(N2CCN(Cc3cc4c(cc3Cl)OCO4)CC2CCO)CC1 (stereo not drawn) | 10 | -0.4 | 12 | 5 | 4 | -2 | 0 | 0.2 | -6 | 104
C[C@@H]1CCCCO[C@@H](CN(C)C(=O)Nc2ccc3c(c2)OCO3)[C@@H](C)CN([C@H](C)CO)C(=O)c2cc(N(C)C)ccc2O1 | 0 | -0.1 | 10 | nt | 1 | -2 | 5 | -0.1 | -3 | 98
CCn1c2ccc(C)cc2c2n[nH]c(=S)nc21 | 2 | 1.0 | -4 | -5 | 6 | 4 | 1 | 0.0 | -5 | 99
Cc1cccc(-n2c(C)nc3cc(C(=O)NCc4ccc5c(c4)OCO5)ccc32)c1 | -7 | -1.1 | 7 | 10 | -5 | -2 | 0 | 0.4 | -4 | 102
COC(=O)c1ccccc1NC(=O)CCNC(=O)Cn1cnc2ccccc2c1=O | -6 | 0.1 | 10 | 7 | -2 | -6 | 2 | 0.2 | -4 | 101
CCN(C(=O)CN1CCOCC1)c1c(N)n(Cc2ccccc2)c(=O)[nH]c1=O | 1 | -2.8 | 0 | 8 | -6 | 4 | 1 | -0.2 | 7 | 101
Nc1ccc(Br)cc1C(NCC(=O)O)c1ccccc1 (stereo not drawn) | 6 | 0.0 | 1 | 5 | -1 | -7 | 0 | -0.1 | 3 | 94
O=C(NCc1cccc(C(F)(F)F)c1)c1ccc2sc([C@@H]3O[C@H](CO)[C@H](O)[C@H](O)[C@H]3O)nc2c1 | 3 | -0.9 | 8 | -2 | -1 | -10 | 1 | -0.2 | -3 | 103
O=S(=O)(c1ccccc1)N1CCN(C(=S)NC2CCCC2)CC1 | -4 | 0.5 | 1 | nt | 6 | 0 | 2 | 0.1 | -7 | 101
CN(C)C=Nc1nonc1-c1ccccc1 | 2 | -0.7 | 17 | -5 | -2 | 2 | -1 | -0.1 | 5 | 98
COC(=O)c1c(=O)n(O)c2ccc(OC)cc2[n+]1[O-] | 2 | -1.9 | 1 | -5 | 6 | -6 | 2 | -0.1 | nt | 91
C=CCn1c(N)c(S(=O)(=O)c2cccs2)c2nc3ccccc3nc21 | 4 | -2.3 | 9 | -5 | 4 | -4 | 2 | -0.4 | nt | 99
c1cc2c3c(cccc3c1)NN=N2 | -1 | -4.8 | -16 | -4 | -1 | -2 | 3 | -0.1 | -13 | 91
O=C(NCc1ccc(F)cc1)c1ccc(N2CCc3ccccc32)c([N+](=O)[O-])c1 | 2 | -1.5 | 8 | -4 | 3 | -6 | -2 | 0.0 | -3 | 96
O=c1[nH]cc(-c2ccccc2)c(=O)[nH]1 | -3 | 2.9 | 26 | -6 | -7 | -8 | 1 | 0.0 | -5 | 98
COCC(=O)N1CCC(Oc2ccc(C(=O)N(C)C(C)c3ccon3)cc2)CC1 (stereo not drawn) | 1 | 0.1 | 3 | -8 | -13 | -1 | -1 | -0.3 | -10 | 97
CCOC(=O)/C(=N\Nc1ncnc2ccccc12)c1ccc(C)cc1 | -7 | 5.0 | -1 | 2 | 3 | 8 | -13 | 0.0 | -3 | 93
Nc1nc(-c2ccccc2)cc(C(F)(F)F)n1 | -9 | 0.7 | -8 | 13 | -3 | 0 | 1 | -0.1 | -3 | 98
Cc1nnc(SCC(=O)Nc2cccc(Cl)c2)n1CC1CCCO1 (stereo not drawn) | 1 | 1.0 | 6 | 5 | -9 | 0 | 1 | 0.0 | -3 | 100
COc1ccc(NC(=O)CN(c2ccccc2)S(=O)(=O)N(C)C)cc1Cl | 0 | -2.9 | 15 | -4 | -10 | -8 | -3 | 0.1 | -2 | 89
CC(C)(O)c1[nH]c2cc(F)ccc2c1C(C)(C)O | -1 | 1.7 | 3 | -2 | -4 | 9 | 4 | 0.6 | -2 | 99
CC(C)c1ccc(C(=O)Nc2nnc(S(=O)(=O)N3CCCCC3)s2)cc1 | -12 | 2.7 | -2 | -2 | -10 | -3 | -2 | 0.5 | -3 | 97
CNC(=O)c1nnn(Cc2ccccc2)c1NC(=O)C(F)(F)F | 12 | -0.4 | 7 | nt | -7 | 0 | 1 | -0.2 | nt | 93
CCN1C(=O)[C@H]2[C@@H](c3ccc(Cl)cc3)N3C(=O)CN(CC4CC4)C(=O)[C@@]3(C)[C@H]2C1=O | 4 | -0.8 | 6 | -3 | 2 | 2 | 1 | 0.0 | -10 | 102
CC(C)(C)OC(=O)N1Cc2cc3ccccc3nc2C1CO (stereo not drawn) | 6 | -0.4 | 2 | ? | 9 | 5 | 0 | 0.1 | -4 | 99
N#Cc1c(NC(=O)Cn2cnc3ccccc3c2=O)oc(-c2ccccc2)c1-c1ccccc1 | 12 | -1.4 | 1 | nt | -6 | 6 | 1 | 0.3 | -1 | 198
O=C(OCC(=O)N1CCCCC1)c1cccs1 | 0 | -0.6 | 16 | 3 | 13 | 0 | -1 | -0.3 | -6 | 87
COc1ccccc1CNc1cncnc1 | 5 | 0.4 | 2 | -1 | -8 | -1 | 1 | -0.4 | -10 | 93
O=C(NCc1cccnc1)c1ccc(COc2cccc3ccccc23)o1 | -2 | -1.9 | 8 | nt | -3 | -3 | 3 | 2.0 | -6 | 87
O=C(CCC1CCCN(C(=O)c2ccsc2)C1)N1CCN(c2ccccn2)CC1 (stereo not drawn) | -1 | 0.0 | 16 | 8 | 8 | -4 | -1 | 0.2 | 5 | 95
CCc1c(C(=O)O)[nH]c2ccc(Br)cc12 | 8 | -0.8 | 15 | -6 | 4 | -1 | -8 | 0.0 | -5 | 88
CCC(C)c1ccccc1N1CC(C(=O)Nc2cccc(S(=O)(=O)N3CCOCC3)c2)CC1=O (stereo not drawn) | -6 | -3.8 | 12 | -2 | -6 | -1 | 0 | -0.1 | -7 | 94
Cc1nn(-c2ccccc2)c2[nH]c(C(F)(F)F)cc(=O)c12 | -3 | 3.0 | 13 | -9 | 3 | 4 | 0 | 0.2 | -4 | 87
CC(C)NC(=O)NC(=O)COC(=O)C1CCCN1C(=O)c1cccs1 (stereo not drawn) | -6 | 1.0 | 2 | -3 | 0 | -3 | 2 | -0.1 | -5 | 102
CCOC(=O)C1=CCN(S(=O)(=O)c2ccccc2Br)C1c1cccc(Cl)c1 (stereo not drawn) | -2 | nt | nt | 26 | nt | -4 | -2 | -0.1 | -3 | 101
CC(C)[C@H](NC(=O)c1ccccc1F)C(=O)Nc1nc2c(s1)CCCC2 | -4 | 0.2 | 6 | 4 | -6 | 3 | 0 | -0.3 | 2 | 103
COc1cc(NC(=O)c2cc3c(CO)cnc(C)c3oc2=Nc2cccc(C(N)=O)c2)cc(OC)c1 | 48 | -1.6 | 6 | -16 | 0 | 1 | -2 | 0.0 | -4 | 87
CSCc1ccc(C(=O)OCC(=O)NC2CCCC2)o1 | 2 | -1.0 | -4 | -1 | 7 | 6 | -1 | -0.2 | -17 | 99
O=C(Nc1nn[nH]n1)C12CC3CC(CC(C3)C1)C2 | 7 | 1.0 | 10 | 2 | 2 | 5 | 2 | 0.0 | -3 | 100
Cc1ccc(NC(=O)COc2ccc(Br)cc2CO)cc1S(=O)(=O)N1CCOCC1 | 3 | 2.0 | 15 | -15 | 6 | -4 | -6 | 0.2 | -6 | 93
COc1ccc(/C(C)=N/NC(=O)CNC(=O)C(c2ccccc2)c2ccccc2)c(OC)c1 | 5 | -1.3 | 4 | -2 | -11 | 0 | -2 | 0.1 | -4 | 103
C=CCN1CCN(C(=O)c2ccc3c(c2)OCO3)CC1 | 6 | -2.3 | 6 | -4 | 2 | 0 | 1 | -0.2 | nt | 94
Cc1ccc(SCc2c(C(=O)N/N=C/c3cccnc3)nnn2-c2nonc2N)cc1 | 34 | 0.0 | 12 | -1 | 16 | -1 | 2 | -0.3 | -12 | 95
O=c1/c(=C\c2ccc(F)cc2)sc2n1CCCN=2 | -9 | 2.4 | -12 | ? | 10 | 2 | -5 | 0.8 | -7 | 104
Cc1cccc2c1N(CC(=O)OC(C)C)C(=O)C2=O | -3 | -1.4 | -8 | 4 | -4 | -3 | 1 | 0.7 | -6 | 97

Carrying on:
SMILES | Cardio protect | MC4R ag barr | MC4R antagonist | Vif imaging | PDI turbidity | m5-HT2A agonist | Glyco luc inh | aDG glyco up | CaV13 ICDI inh | ABCB6 inh 2
CCOC(=O)C1CCC(CN(Cc2ccccc2C)S(=O)(=O)c2ccc([N+](=O)[O-])cc2)CC1 (stereo not drawn) | -1 | -1.3 | 19 | -9 | 1 | 5 | 0 | -0.1 | -16 | 94
CN(C)C(=O)N=NC(=O)N(C)C | -4 | -0.6 | 9 | -4 | 5 | -5 | 1 | -0.2 | -4 | 108
C[C@H](CO)N1C[C@H](C)[C@@H](CN(C)C(=O)NC2CCCCC2)Oc2c(NC(=O)c3ccncc3)cccc2C1=O | 6 | 0.7 | -5 | -3 | 10 | 3 | 0 | -0.1 | -6 | 97
Cc1ccccc1CN1CCC(n2nccc2NC(=O)CCOc2ccccc2)CC1 | -3 | -0.2 | 3 | 7 | -11 | 0 | -4 | -0.4 | -5 | 92
